# tuberculosis growth: growth inhibition of non-replicating M. tuberculosis (AID 488890); Mycobacterium tuberculosis non-replicating, growth inhibition; higher % means a stronger effect; inhibition, % at 25 µM; hits with a dose series show IC50 in µM; 320,000 tested, 0.39% active; in the data active means a potency from the dose series; inconclusive means inhibition mostly from about 82% at the one dose, without a potency; inactive means the rest, 99 in 100 with inhibition below about 76%;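 further: plate controls were DMSO cells for no effect and high antibiotic wells for full effect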
# H37Rv inhibition: M. tuberculosis growth inhibition, HTS (AID 449762). 330,000 tested, 0.59% active. M. tuberculosis H37Rv growth inhibition, 7H9 media; higher % means a stronger effect. inhibition, % at 25 µM, or IC50 in µM where a hit was titrated; in the data active means a potency from the dose series; inconclusive means inhibition above about 70% without an active follow-up result;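 further: bacterial growth assessed after seven days of incubation; strong numbers were not always called active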
# influenza NS1A: H1N1 influenza NS1A inhibitors, functional cell based assay (AID 504329); 340,000 tested, 0.3% active; NS1A functional cell-based assay, percent inhibition; higher % means a stronger effect; one-dose inhibition, % at 12.5 µM; IC50 in µM for titrated hits; in the data active means a potency from the dose series; inconclusive means inhibition above about 27% without an active follow-up result; further: strong numbers were not always called active
# PhoP GFP inhibition: Inhibition of PhoP regulon, Salmonella typhi GFP reporter cells, confirmation, 4 h (AID 1850); Salmonella Typhi PhoP-promoter GFP reporter, fluorescence, 4 h; higher % means a stronger effect; inhibition, % at 50 µM; hits with a dose series show IC50 in µM; 310,000 tested, 0.33% active; in the data active means a potency from the dose series; inconclusive means inhibition mostly from about 25% at the one dose, without a potency; inactive means the rest, 99 in 100 with inhibition below about 19%;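 further: 0% = induced wells with vehicle and 100% = uninduced wells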
# inhibitors of VEEV: inhibitors of VEEV TC-83 cytopathic effect, confirmation, Vero cells (AID 588727) | inhibition, % at 20 µM, or IC50 in µM where a hit was titrated | 350,000 tested, 0.13% active | Vero cells, VEEV TC-83 cytopathic effect inhibition; higher % means a stronger effect; in the data active means a potency from the dose series; inconclusive means inhibition mostly from about 14% at the one dose, without a potency; inactive means the rest, 99 in 100 with inhibition below about 12%; further: strong numbers were not always called active
# inhibitors of VEEV 10K pilot screen: further read-out of inhibitors of VEEV, marked with its call; inhibition, %; measured here: 10K pilot screen inhibition
# Active calls of the source: *; i = inactive; ? = inconclusive; . = not tested or not shown.
SMILES,tuberculosis growth,H37Rv inhibition,influenza NS1A,PhoP GFP inhibition,inhibitors of VEEV,others
O=C(c1cccc(F)c1)N1CCN=C1SCc1cccnc1,0.6%,-5.4%,-8.4%,3.8%,3.3%,
O=C(O)C/C(=C\c1cc2c(cc1Br)OCO2)c1nc2ccccc2s1,20.2%,-9.4%,-39.2%,-11.7%,4.6%,
Cc1[nH]c2ccc(C(=O)OC(C)C(=O)NC3CCCCC3C)cc2c1C (stereo not drawn),4.1%,4.5%,-6.4%,.,8.5%,
Cc1ccccc1S(=O)(=O)N1C[C@H]2CON(C)[C@H]2C[C@H]1c1cccc(Br)c1,.,.,-11.8%,.,0.7%,
CC(C)(C)C(=O)Nc1ccc(N2CCN(c3ccc(C(F)(F)F)cn3)CC2)nc1,-13.7%,-1.0%,-21.0%,-3.6%,6.1%,
Cc1ccc(Cl)cc1Nc1nc(-c2sc(NC(=O)c3cccc(Cl)c3)nc2C)cs1,11.1%,8.7%,.,7.0%,.,
Cc1nc(N2CCN(c3ccccc3)CC2)nc2c1C(=O)CCC2,-3.1%,-7.3%,-2.5%,-14.5%,i,inhibitors of VEEV 10K pilot screen=3.5
Cc1ccc(Sc2ncccc2C(=O)O)c(C)c1,-5.0%,-0.6%,-7.7%,-1.1%,0.7%,
COc1ccc(C(C)=O)cc1CN(c1ccccc1OC)S(=O)(=O)c1cccs1,31.8%,12.4%,13.1%,9.0%,5.3%,
Cc1cccc(C)c1NC(=O)NN1C(C)CCCC1C (stereo not drawn),-2.1%,-1.4%,4.1%,15.0%,0.1%,
CCCCc1ccc(S(=O)(=O)Nc2ccc(C)c(NS(C)(=O)=O)c2)cc1,14.3%,-3.3%,.,5.3%,2.8%,
Cc1ccc2nc(SC(C)C(=O)Nc3cccc([N+](=O)[O-])c3)[nH]c2c1 (stereo not drawn),12.3%,-1.1%,25.6%,-11.2%,3.0%,
Cn1c(SCC(=O)N2CCOCC2)nnc1-c1ccccc1,8.3%,-2.8%,3.5%,-1.4%,0.7%,
COc1cc(SC)ccc1C(=O)N1CCN(c2ccccc2F)CC1,11.9%,-2.0%,-1.9%,-6.3%,1.4%,
S=c1[nH]nc(Cc2ccccc2)n1Cc1ccco1,-2.5%,1.2%,-3.4%,7.0%,1.3%,
CCOc1ccc(NC(=O)COC(=O)CCCc2c[nH]c3ccccc23)cc1,62.5%,?,7.0%,0.3%,0.3%,
O=C(NCc1ccccn1)NC12CC3CC(CC(C3)C1)C2,-7.7%,-7.5%,-0.1%,6.0%,4.0%,
O=C(CCc1ccccc1)Nc1ccccc1OC(=O)c1ccccc1,.,.,-7.9%,.,i,
COc1ccc(NC(=O)c2sccc2SCc2cccc(C(F)(F)F)c2)cc1,-1.7%,-3.4%,7.0%,-18.7%,i,
O=C(Nc1ccccc1F)C1CCCN1S(=O)(=O)c1ccc(Cl)cc1 (stereo not drawn),19.1%,-7.5%,-13.8%,.,3.3%,

# Looked up by compound from the list above, seven records:
SMILES,tuberculosis growth,H37Rv inhibition,influenza NS1A,PhoP GFP inhibition,inhibitors of VEEV,others
Cc1ccccc1S(=O)(=O)N1C[C@H]2CON(C)[C@H]2C[C@H]1c1cccc(Br)c1,.,.,-11.8%,.,0.7%,
O=C(Nc1ccccc1F)C1CCCN1S(=O)(=O)c1ccc(Cl)cc1 (stereo not drawn),19.1%,-7.5%,-13.8%,.,3.3%,
CCCCc1ccc(S(=O)(=O)Nc2ccc(C)c(NS(C)(=O)=O)c2)cc1,14.3%,-3.3%,.,5.3%,2.8%,
COc1ccc(NC(=O)c2sccc2SCc2cccc(C(F)(F)F)c2)cc1,-1.7%,-3.4%,7.0%,-18.7%,i,
CC(C)(C)C(=O)Nc1ccc(N2CCN(c3ccc(C(F)(F)F)cn3)CC2)nc1,-13.7%,-1.0%,-21.0%,-3.6%,6.1%,
Cc1ccc2nc(SC(C)C(=O)Nc3cccc([N+](=O)[O-])c3)[nH]c2c1 (stereo not drawn),12.3%,-1.1%,25.6%,-11.2%,3.0%,
O=C(c1cccc(F)c1)N1CCN=C1SCc1cccnc1,0.6%,-5.4%,-8.4%,3.8%,3.3%,

# Following part.
SMILES,tuberculosis growth,H37Rv inhibition,influenza NS1A,PhoP GFP inhibition,inhibitors of VEEV,others
Cc1ccc(S(=O)(=O)C2(C(=O)Nc3ccc(Br)cc3)CC2)cc1,22.5%,7.9%,4.2%,-8.3%,1.7%,
Nc1nc2c(s1)CCc1c-2cnn1-c1ccccc1,72.8%,?,5.7%,-8.5%,8.3%,
CCOc1ccc2ccccc2c1CNCCN1CCOCC1,28.0%,-3.3%,-7.4%,-0.7%,1.1%,
CN(C(=O)c1cccc(NC(=O)Cc2cccc(NC(=O)C3CCN(C(=O)CCc4ccccc4)CC3)c2)c1)C1CC1,.,.,-26.1%,.,i,
CCOC(=O)CCc1c(C)c2ccc(OCc3nn[nH]n3)cc2oc1=O,10.0%,-6.6%,-3.4%,-0.4%,2.2%,
O=C(OCC(=O)N1CCC(Cc2ccccc2)CC1)c1cc(Br)ccc1O,?,?,-3.8%,.,4.3%,
O=C(/C=C/c1ccccc1[N+](=O)[O-])N1CCN(c2ccc(F)cc2)CC1,38.9%,9.9%,6.0%,-7.5%,0.5%,
NS(=O)(=O)c1ccc(NC(=O)CSc2ccccc2)cc1,-0.7%,-3.3%,-11.6%,-3.8%,0.4%,
CCOc1ccc(-n2nc3ccc(NC(=O)CC)cc3n2)cc1,23.1%,5.0%,-2.5%,-3.6%,3.0%,
Nc1nc(F)cc(N2CCCCCC2)n1,3.1%,-0.5%,14.5%,-1.1%,1.1%,
CCN(CC)P(=O)(C(NC(=O)OC)C(F)(F)C(F)(F)C(F)(F)C(F)F)N(CC)CC (stereo not drawn),-7.9%,-9.1%,1.8%,-4.2%,1.4%,
Cc1ccccc1-c1cc(C(=O)Nc2nc3c(s2)CCCC3)c2ccccc2n1,71.8%,?,-4.1%,-6.9%,i,
Cc1cccc(NC(=O)c2ccc3c(c2)CCN3S(C)(=O)=O)c1C,-29.8%,0.0%,-6.2%,-2.1%,i,
CCOc1cccc(C2C(C(=O)c3ccco3)=C(O)C(=O)N2Cc2ccncc2)c1 (stereo not drawn),21.1%,-0.8%,-0.7%,3.1%,0.2%,
O=C(CNC(=O)N1CC(=O)Nc2ccccc21)Nc1ccc(Cl)cc1,12.2%,1.1%,-2.2%,4.0%,11.2%,
CN(C(=O)CSc1nc(O)cc(=O)n1-c1ccccc1F)c1ccccc1,4.8%,-0.1%,1.9%,0.2%,1.5%,
O=C(CNC(=O)c1ccccc1Br)N/N=C/c1ccccc1O,17.3%,-1.6%,4.0%,4.0%,4.2%,
COC(=O)c1nn(-c2ccccc2)c(Cl)c1/C=N/OCc1c(Cl)cccc1Cl,-8.5%,1.9%,-3.4%,6.9%,0.2%,
CCC(=O)Nc1ccccc1C(=O)N1CCOCC1,5.4%,9.0%,0.1%,-0.2%,2.7%,
O=C(O)CC12CC3CC(C1)CC(n1ncc(NCc4ccc(F)cc4Cl)c(Cl)c1=O)(C3)C2,-0.9%,6.3%,10.7%,-19.3%,0.3%,
O=C1[C@@H]2Cc3c([nH]c4ccccc34)C(c3ccccc3)N2C(=O)CN1C1CCN(Cc2ccccc2)CC1 (stereo partly drawn),51.7%,?,>100µM*,-0.3%,12.9%,
CC12CCC(C/C1=N\OC(=O)c1ccc(F)cc1)C2(C)C (stereo not drawn),38.7%,7.0%,0.9%,-0.6%,2.4%,
O=C(NCC1COc2ccccc2O1)c1ccc(NC(=O)C(c2ccccc2)c2ccccc2)cc1 (stereo not drawn),8.5%,-3.7%,-4.9%,-8.0%,0.3%,
CCN(CC)CCOC(=O)c1ccc2c(c1)OCCO2,-6.0%,0.0%,-6.0%,-1.2%,0.2%,
CCOc1cc(N2CCOCC2)c(OCC)cc1NC(=O)c1ccc(OC)c(S(=O)(=O)N2CCOCC2)c1,7.0%,-2.5%,-15.8%,.,2.6%,
CCC(C)(C)NC(=O)CN(C(=O)CCC(=O)Nc1ccccn1)c1ccc2c(c1)OCO2,2.5%,-1.1%,2.6%,18.2%,1.9%,
CN(CCOc1ccccc1)C(=O)c1ccc(Cl)c(S(=O)(=O)N2CCCCC2)c1,27.8%,-3.5%,6.5%,.,7.5%,
CC1CCCC(C)N1CC(O)COCc1ccccc1 (stereo not drawn),-12.5%,0.8%,22.8%,3.0%,1.0%,
O=C(NCC(=O)N(c1ccccc1)C(C(=O)NC1CCCC1)c1cccnc1)c1ccco1 (stereo not drawn),6.7%,0.3%,2.8%,-4.9%,i,
COC(=O)C1=C(C)N(c2ccc(C)c(C)c2)/C(=C/c2ccco2)C1=O,6.5%,8.9%,7.4%,-17.6%,1.6%,
Cc1ccc(/C=C(\NC(=O)c2ccc(C)cc2)C(=O)NCCCn2ccnc2)cc1,-8.2%,-13.9%,6.3%,1.0%,0.8%,
Cc1onc(-c2ccccc2Cl)c1C(=O)N1CCN=C1SCc1cccnc1,-0.9%,-10.1%,20.7%,1.8%,i,inhibitors of VEEV 10K pilot screen=2.3
COc1ccc(S(=O)(=O)Nc2cccc3c2O[C@H](CN(C)C(=O)Nc2ccc(C(F)(F)F)cc2)[C@@H](C)CN([C@H](C)CO)C3=O)cc1,40.0%,4.9%,-8.6%,.,5.8%,
COc1ccc(-c2ocnc2C(=O)Nc2ccccc2N2CCCCC2)cc1,-2.5%,16.8%,-1.8%,2.5%,i,
COc1ccc(Cl)cc1NC(=S)N1CCN(c2ncccn2)CC1,1.1%,6.4%,20.9%,11.8%,5.9%,
CCc1nc2sc3c(=O)[nH]cnc3c2c2c1CSC(C)(C)C2,25.4%,-7.4%,-24.3%,-6.3%,5.0%,
Cc1ccc(O)c(C(CC(=O)NC(C)C)c2ccccc2)c1 (stereo not drawn),1.8%,-3.0%,-6.4%,6.4%,6.5%,
CC(C)Nc1nc2nonc2nc1Nc1ccccc1,22.2%,-5.6%,-0.5%,0.2%,2.6%,
O=C(Nc1ccc2c(c1)CCCN2C(=O)c1cccs1)c1c(F)cccc1Cl,-7.2%,?,1.5%,-18.8%,0.8%,
CO/N=C/C1C(=O)NN=C1c1ccccc1 (stereo not drawn),-23.1%,-3.6%,2.1%,-3.0%,i,
O=C(CCc1nc(-c2ccccc2)no1)Nc1cc(C(F)(F)F)ccc1Cl,17.3%,-6.1%,-2.3%,0.1%,1.3%,
COc1ccc(C(=O)NCCNC(=O)c2ccccn2)cc1,.,-2.7%,4.7%,8.4%,0.1%,
Cc1ccc(CNC(=O)CN(C)C2=NS(=O)(=O)c3ccccc32)cc1,28.9%,0.9%,3.5%,.,i,
COC(=O)c1[nH]c(=O)c2ccccc2c1O,-3.2%,-12.9%,2.5%,2.9%,1.5%,
O=C(c1ccc(CS(=O)(=O)c2ccccc2)o1)N1CCOCC1,.,-7.4%,-5.5%,-9.1%,0.7%,
CCOP(=O)(O)c1ccccc1OCCCCCOc1ccccc1P(=O)(O)OCC,4.6%,-2.6%,0.5%,-9.9%,0.5%,
COc1ccc(C(CNC(=O)c2nn(-c3ccccc3)c(=O)c3ccccc23)N2CCOCC2)cc1 (stereo not drawn),.,.,5.6%,.,7.4%,
O=C(OCc1nc2ccccc2s1)C1CCN(S(=O)(=O)c2cccs2)CC1,78.4%,4.1%,-3.1%,6.1%,0.4%,
O=C(COC(=O)c1cc(Cl)nc2ccccc12)c1ccc(Cl)cc1,?,5.0%,-3.7%,2.5%,0.5%,
O=C(Nc1cccc(Cl)c1)C1CC1c1ccccc1 (stereo not drawn),17.7%,6.7%,8.1%,-1.2%,i,

# (list continues)
SMILES,tuberculosis growth,H37Rv inhibition,influenza NS1A,PhoP GFP inhibition,inhibitors of VEEV,others
COC(=O)c1cc(Cl)c(NC(=O)c2ccc(C(C)(C)C)cc2)cc1OC,28.6%,?,-2.4%,-7.4%,27.7%,
O=C(/C(=N\O)n1cncn1)c1ccc(Cl)cc1Cl,-19.0%,-1.5%,-3.9%,-0.1%,1.5%,
COC(=O)c1cccc(Cn2c(Cl)c(/C=N/NC(=O)c3ccccc3Cl)sc2=O)c1,3.8%,-6.7%,-22.4%,-7.3%,1.2%,
CN(C)CCC#CC(O)(c1ccccc1)c1ccccc1,-9.1%,13.7%,-10.3%,3.8%,0.6%,
CN(c1ccccc1)S(=O)(=O)c1ccc(C(=O)Nc2nccs2)cc1,-10.6%,-12.1%,-5.3%,.,3.5%,
C/C(=N\NC(=O)C(N)=O)c1ccc2c(c1)OCCO2,0.0%,4.0%,-4.0%,11.0%,1.4%,
CCCCN1CNC(=S)N(CCc2ccccc2)C1,79.3%,4.9%,18.8%,-7.3%,1.1%,
C/C(=N\N1CCCCCC1)c1c(O)n(-c2ccc(C)cc2)c(=O)[nH]c1=O,31.2%,9.8%,2.9%,-3.9%,1.3%,

# High-throughput results from PubChem BioAssay.
